# AmpC det inh – AmpC beta-lactamase inhibition, detergent assay. AID 584. actives 0.09% (n = 71,000). purified AmpC, nitrocefin hydrolysis with detergent. P00811. Potency, µM (top dose mostly 28.7 µM), for the others: at the top dose activity change, negative = inhibition; active = well fitted curve in the direction sought with a large enough effect
# Target sequence (P00811 whole entry, looked up): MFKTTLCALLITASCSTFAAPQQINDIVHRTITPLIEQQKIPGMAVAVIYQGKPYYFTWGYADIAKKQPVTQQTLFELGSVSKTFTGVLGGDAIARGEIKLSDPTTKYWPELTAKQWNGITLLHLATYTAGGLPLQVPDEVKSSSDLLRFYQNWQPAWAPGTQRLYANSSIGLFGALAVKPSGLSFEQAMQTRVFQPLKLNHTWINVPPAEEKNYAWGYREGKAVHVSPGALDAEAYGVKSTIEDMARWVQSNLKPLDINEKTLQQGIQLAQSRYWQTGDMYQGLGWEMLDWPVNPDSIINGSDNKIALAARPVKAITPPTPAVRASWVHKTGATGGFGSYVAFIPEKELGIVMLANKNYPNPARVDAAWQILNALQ
#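 E. coli AmpC (5.3 nM) in 20 mM phosphate pH 7.0 with 0.01% Triton X-100, preincubated 15 min RT with compound; nitrocefin (2 uL of 800 uM stock) hydrolysis followed by 480 nm absorbance every 20 s over 4 min.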
# * = called active by the depositor; & = joins results of further samples; [ ] = dose if it differs, or a comment. % is scaled to controls: 0 for no effect and ±100 for the full control effect; potency is read from the fitted curve at half-maximal effect. The list is partial, so the mix of outcomes need not match the whole.
smiles	AmpC det inh
Cc1ccc(-c2nc(-c3cccnc3)no2)c(C)c1	-7%
CCOC(=O)C1CCN(S(=O)(=O)c2ccc(-c3nc4ccccc4s3)s2)CC1	-2%
COc1ccc(C2CC(c3ccccc3)Nc3ncnn32)cc1 (stereo unspecified)	11%
CCCCCOc1ccc(C(=O)N(Cc2ccco2)C2CCS(=O)(=O)C2)cc1 (stereo unspecified)	12%
Nc1cc(C(=O)O)ccc1Nc1ccc(F)c(F)c1	-4%
COc1cc(OC)c(NC(=O)c2ccco2)cc1Cl	-2%
C=C1CC[C@H](O)C/C1=C/C=C1\CCC[C@]2(C)[C@H]1CC[C@H]2[C@@H](C)CCCC(C)C	-2%[12.8 µM]
CCN1CCN(C(=O)c2cn(CCOC)c(=O)c3c2c2ccccc2n3C)CC1	8%
COc1ccc(Cl)c(NC(=O)Cn2nnc(-c3ccccc3N)n2)c1	-4%
O=C(O)Cc1cc(Cl)ccc1O	-5%[5.75 µM]
CCOC(=O)c1ccc(-n2c(C)nc3c(cnn3-c3ccccc3C)c2=O)cc1	13%
O=C(c1cccc(COc2ccc(Cl)cc2Cl)c1)N1CCN(c2ccccn2)CC1	-5%
COCCn1c(SCC(=O)NCc2ccco2)nc2cccnc21	11%
CN(C)c1nc(N2CCOCC2)nc(N(c2ccccc2)c2ccccc2)n1	-2%
Cc1oc(C(=O)O)cc1CSCc1cc(C(=O)O)c(C)o1	13%
CC(C)(C)NS(=O)(=O)c1ccc(CCC(=O)O)cc1	-5%
Cc1noc(C)c1-c1cc(N2CCNCC2)ncn1	13%
Cc1cccc(NC(=O)c2cc3ccccc3o2)c1	-4%
CCCn1nnnc1SCC(=O)Nc1ccc(F)cc1	4%
CC(NC(=O)c1ccco1)C(c1cccs1)N1CCN(c2ccccc2F)CC1 (stereo unspecified)	8%

# Gathered by group, those above containing a furan ring, fused or not (6)
smiles	AmpC det inh
CCCCCOc1ccc(C(=O)N(Cc2ccco2)C2CCS(=O)(=O)C2)cc1 (stereo unspecified)	12%
COc1cc(OC)c(NC(=O)c2ccco2)cc1Cl	-2%
COCCn1c(SCC(=O)NCc2ccco2)nc2cccnc21	11%
Cc1oc(C(=O)O)cc1CSCc1cc(C(=O)O)c(C)o1	13%
Cc1cccc(NC(=O)c2cc3ccccc3o2)c1	-4%
CC(NC(=O)c1ccco1)C(c1cccs1)N1CCN(c2ccccc2F)CC1 (stereo unspecified)	8%

# Back to the main list; the two compounds before the break are reprinted first.
smiles	AmpC det inh
CCCn1nnnc1SCC(=O)Nc1ccc(F)cc1	4%
CC(NC(=O)c1ccco1)C(c1cccs1)N1CCN(c2ccccc2F)CC1 (stereo unspecified)	8%
COc1ccc(CN2CCNC(=O)C2CC(=O)O)cc1OC (stereo unspecified)	15%
Oc1ccc(C=Nc2ccc(N3CCOCC3)cc2)c(O)c1	10%
Cc1noc(C)c1CSCC(=O)OCC(=O)NC1CCCCC1	-2%
CCOC(=O)Cn1nnnc1C(C(C)C)N(Cc1cc2c(C)cc(C)cc2[nH]c1=O)C1CCCC1 (stereo unspecified)	1%
C=CCn1cc(C(=O)OC)c(=O)c2cc(S(=O)(=O)N3CCC(C)CC3)ccc21	15%
CC(C)(C)C1CCc2c(sc3c2C(=O)NC(c2ccco2)N3)C1 (stereo unspecified)	0%
CCCn1c(CCC(=O)O)ccc1-c1ccc(OC)cc1	-2%
COCCn1c(=O)c(C)nc2cnc(Nc3cccc(OC)c3)nc21	-4%
CCn1c(SCC(=O)c2ccc(C)cc2)nnc1-c1ccoc1C	-1%
O=C(CCN1C(=O)C2CC=CCC2C1=O)N1CCN(c2ccccn2)CC1 (stereo unspecified)	10%
CCCOc1ccc(/C(O)=C2\C(=O)C(=O)N(CCCN(C)C)C23C(=O)N(C)c2ccccc23)cc1 (stereo unspecified)	12%
COc1cccc(CN2CCCC(C(=O)N3CCCCC3)C2)c1OC (stereo unspecified)	5%
O=[N+]([O-])c1ccc(Cl)cc1Cl	10%
Cc1ccc(S(=O)(=O)N(C)CC(=O)Nc2ccncc2)cc1	-6%
Cc1ccc(C)c(N(C)S(=O)(=O)c2cccc3nsnc23)c1	2%
O=C(Nc1cccc(Cl)c1)N(CCCN1CCOCC1)Cc1ccccc1F	-2%
CN(CC(=O)NCc1ccco1)S(=O)(=O)c1cccc2cccnc12	12%
C[C@@H]1CC[C@@H]2N(C1)C[C@H]1[C@@](O)([C@H](O)C[C@]3(O)[C@H]4CC[C@H]5[C@]6(O)O[C@]4(C[C@]13O)[C@@]5(C)CC[C@@H]6O)[C@@]2(C)O	0%[5.75 µM]
Cn1c(=O)oc2cc(S(=O)(=O)NCCC(=O)N3CCc4ccccc43)ccc21	2%
CCC(C)NC(=O)CSc1nnc(-c2ccc(C(C)(C)C)cc2)n1C (stereo unspecified)	-3%

# (cont.)
smiles	AmpC det inh
COc1ccc(-n2nc3ccccc3n2)cc1	0%
Cc1cc(NC(=O)CN2CCC(O)(c3cccc(F)c3)CC2)no1	1%
COc1ccc(-c2nnc(CSc3nnc(-c4ccncc4)n3C3CCCCC3)o2)cc1OC	-3%
CCCOC(=O)CCNc1n[nH]c(=O)[nH]c1=O	15%
COC(=O)[C@@]1(Cc2ccc(F)cc2)[C@H]2c3cc(C(=O)N(C)C)n(Cc4ccc(C(F)(F)F)nc4)c3C[C@H]2CN1C(=O)c1ccccc1	-2%
CCOC(=O)c1cccc(NC(=O)CNS(=O)(=O)c2cccs2)c1	-5%
CCN(CC)c1ccc(C2C(C(=O)OC)=C(C)NC(C)=C2C(=O)OC)cc1	-2%
Cn1c(=O)cc(SCC(=O)NCCCN2CCN(c3ccccc3F)CC2)c2ccccc21	-2%
O=C(OC1CCOC1=O)c1ccc(S(=O)(=O)N2CCCCCC2)cc1 (stereo unspecified)	0%
O=S(=O)(Cc1ccccc1)NCC1CCCO1 (stereo unspecified)	6%
CCOC(=O)C1=C(C)S/C(=C\N(C)C)C1=O	2%
COc1ccc(C)cc1NC(=O)C1CCCN1C(=O)OCc1ccccc1 (stereo unspecified)	-5%
COc1ccc2c(c1O)-c1c(OC)c(OC)cc3c1[C@@H](C2)N(C)CC3	-1%
CCOC(=O)c1oc2c(C)c(O)ccc2c(=O)c1-c1nncn1-c1ccccc1	1%
COc1ccc(CCNC(=O)CSc2nnc(CNC(=O)c3ccco3)o2)cc1OC	-3%
CC(C)c1nc(N2CCOCC2)c(C#N)c2c1CCCC2	-4%
CN1C(=O)C(O)(CC(=O)c2ccc3c(c2)OCO3)c2ccccc21 (stereo unspecified)	-2%
COC(=O)c1ccccc1NC(=O)CN1CCN(C23CC4CC(CC(C4)C2)C3)CC1	-6%
O=C(NC1CCCCCC1)C1C2C=CC3(CN(Cc4cccnc4)C(=O)C13)O2 (stereo unspecified)	4%
O=C(NCCCN1CCOCC1)c1cc2ccccc2oc1=O	-2%

# (more compounds)
smiles	AmpC det inh
CC(C)(NO)/C(=N/O)c1ccc(Br)cc1	7%
COc1cc2c(cc1OC)C(c1ccccc1)N(C(=O)c1ccco1)CC2 (stereo unspecified)	9%
COc1cccc(/C=N/n2c(C)nc3ccccc3c2=O)c1O	0%
CCOC(=O)C1CCN(C(=O)c2sc3nc(-c4ccccc4)cn3c2C)CC1	-2%
C=CCOC(=O)COc1ccc2c(C)c(CC)c(=O)oc2c1	-4%
COCCn1nnnc1C(c1cc2cc(C)ccc2[nH]c1=O)N1CCCCCC1 (stereo unspecified)	12%
COc1ccc(N2C(=O)C3CCCN3C2c2ccc(Cl)cc2)cc1 (stereo unspecified)	2%
C/C(=N\O)c1ccc2c3c([nH]c2c1)CCCC3	4%
Cc1c(Nc2nc3ccccc3nc2NS(=O)(=O)c2ccccc2)c(=O)n(-c2ccccc2)n1C	-6%
COc1cccc(C(=O)NCC(=O)N2CCC(C)CC2)c1	-1%
CC(C)[N+](C)(CCC(C(N)=O)(c1ccccc1)c1ccccc1)C(C)C	-1%[12.8 µM]
Cn1cccc1C(=O)N1CCC2(CC1)CN(C(=O)Nc1ccccc1)C2	1%
N[C@@H](Cc1ccccc1)C(=O)O	-1%[5.75 µM]
CC[N+](C)(C)c1cccc(O)c1	1%[12.8 µM]
C=C(C)Cn1c(SCC(=O)NCc2ccco2)nc2sc3c(c2c1=O)CCC3	-4%
COc1ccc(-c2nc(CS(=O)CC(=O)NC3CCCc4ccccc43)c(C)o2)cc1OC (stereo unspecified)	10%
O=C(Cn1nnc(-c2ccccc2F)n1)Nc1ccc(C(=O)N2CCOCC2)cc1	-4%
N#Cc1ccccc1Cn1cc(C(=O)c2ccco2)c2ccccc21	9%
CC(=O)Nc1ccc(S(=O)(=O)Nc2nc3ccccc3nc2Sc2nncn2C)cc1	-2%
COc1ccccc1NC(=O)CN1CCN(Cc2ccccc2)CC1	-9%

# More compounds follow.
smiles	AmpC det inh
COc1ccc(C(c2nnnn2C2CCCCC2)N2CCN(c3ccccc3F)CC2)cc1 (stereo unspecified)	9%
CCOc1ccc(NC(=O)CS(=O)CC(=O)NC2CCCc3ccccc32)cc1 (stereo unspecified)	16%
Cc1ccccc1Nc1nnc(C)c(=O)[nH]1	-4%
C=CCSc1nnc2c(n1)[nH]c1c(C)cccc12	8%
O=C(O)c1cscc1Cc1cccs1	-3%[5.75 µM]
CC(=O)Nc1ccc(S(=O)(=O)NCCc2csc(C)n2)cc1	-4%
COc1ccc(OCC(=O)Nc2cccc3cccnc23)cc1	-5%
CC(C)CN1CCC2(CC1)CCN(C(=O)c1ccco1)CC2	0%
CSC1=NCCN1C(=O)Cc1ccc(F)cc1	5%
CC(=O)N1c2c(cc(Br)cc2S(=O)(=O)N2CCOCC2)CC1C (stereo unspecified)	-5%
CCC(C)N(C(=O)COC(=O)c1[nH]c(C)c(C(C)=O)c1C)C1CCS(=O)(=O)C1 (stereo unspecified)	3%
CCOc1ncccc1C(=O)OCC(=O)c1ccc[nH]1	1%
O=C(c1ccncc1)N1CCC2(CC1)CN(c1cccc(-c3ccccc3)c1)C2	4%
O=C(NC1=NCCS1)C1CC2CCC1C2 (stereo unspecified)	8%
O=c1c(O)c(-c2ccc3c(c2)OCO3)oc2ccccc12	0%
c1ccc(CCN2CCC(N3CCN(c4ccccc4)CC3)CC2)cc1	6%
Nc1c(C(=O)NC2CCCC2)c2nc3ccccc3nc2n1N	-1%
Cn1nc(-c2ccccc2)c2nc3ccccc3nc21	-5%
CCCC[C@@H]1C[C@H]1C(NC(=O)c1cccs1)c1ccc(C(F)(F)F)cc1 (stereo partly specified)	-2%
Cc1cc(C)c2c(N)c(S(=O)(=O)Cc3ccccc3)sc2n1	-2%

# Look-ups from the entries so far:
# Reading of CCC(C)N(C(=O)COC(=O)c1[nH]c(C)c(C(C)=O)c1C)C1CCS(=O)(=O)C1 (stereo unspecified) under AmpC det inh: 3%
# Reading of Cc1cc(C)c2c(N)c(S(=O)(=O)Cc3ccccc3)sc2n1 under AmpC det inh: -2%
# Reading of Nc1cc(C(=O)O)ccc1Nc1ccc(F)c(F)c1 under AmpC det inh: -4%
# Reading of Cc1ccc(C)c(N(C)S(=O)(=O)c2cccc3nsnc23)c1 under AmpC det inh: 2%
# Reading of CN(CC(=O)NCc1ccco1)S(=O)(=O)c1cccc2cccnc12 under AmpC det inh: 12%
# Reading of CCn1c(SCC(=O)c2ccc(C)cc2)nnc1-c1ccoc1C under AmpC det inh: -1%

# Next section
SMILES | AmpC det inh
CN1CCN(CCNC(=O)Nc2ccccc2C(F)(F)F)CC1 | -2%
N=c1c(C(=O)NCc2ccco2)cc2c(=O)n3ccccc3nc2n1Cc1ccc(Cl)cc1 | -2%
CCCN(CCC)CCCNC(=O)CS(=O)Cc1nc(-c2ccc(OC)c(OC)c2)oc1C (stereo unspecified) | -7%
CCOC(=O)CN1C(=O)C2(OCCCO2)c2ccccc21 | 1%
CN(C)S(=O)(=O)c1cccc(-c2nnc(SCc3cc(Cl)cc4c3OCOC4)n2N)c1 | 13%
O=S(=O)(Nc1ccc(S(=O)(=O)N2CCCCC2)cc1)c1ccc(Br)s1 | -6%
Fc1ccc2c(c1)nnn2C1CCN(Cc2nnnn2CCc2ccccc2)CC1 | 0%
O=C(c1ccc(CS(=O)(=O)c2ccc(Br)cc2)o1)N1CCN(c2ccccn2)CC1 | 10%
O=C(O)c1cc(C(=O)O)nc(C(=O)O)c1 | -3%[5.75 µM]
NC(CC(=O)OC1CCCCC1)C(=O)OC1CCCCC1 (stereo unspecified) | -4%
O=c1[nH]c2ccccc2c2ccccc12 | -3%
c1ccc(OCCCn2nnc(-c3ccc(N4CCOCC4)cc3)n2)cc1 | -1%
O=S(=O)(c1ccc(Nc2ccc3c(c2)OCO3)nc1)N1CCOCC1 | -1%
O=S(=O)(NC1CCCCC1)c1cccc(-c2nnc(-c3ccccc3)o2)c1 | 4%
CCSc1nc2ccccc2n1CC(=O)OC | -6%
COC(=O)CN1C(=O)C2(C(C#N)=C(N)Oc3n[nH]c(-c4cccs4)c32)c2ccccc21 (stereo unspecified) | -2%
Cc1cc(C(=O)OCC(=O)NCCc2ccccc2)c(C)o1 | 11%
OCc1cc([C@@H](O)CNCCCCCCOCCCCc2ccccc2)ccc1O | 13%&-3%
O=C(c1cc(-c2ccc3c(c2)OCO3)on1)N1CCOCC1 | -2%
CC(=O)OC(C(=O)NC1CCCCC1)c1ccc(C)cc1 (stereo unspecified) | 0%
CCCOc1ccc(/C(O)=C2\C(=O)C(=O)N(CCCOC)C23C(=O)N(C)c2ccccc23)cc1 (stereo unspecified) | 12%
O=C(NC1CSC/C1=N\O)c1ccccc1 (stereo unspecified) | 4%
COc1ccc(C)cc1S(=O)(=O)N(CC(=O)N1CCCC1)c1ccccc1 | -3%
CCOC(=O)c1c(-c2cccs2)csc1NC(=O)CSc1ncn[nH]1 | -5%
O=C(O)C1CC=CCC1C(=O)Nc1cccc(C(=O)N2CCCCC2)c1 (stereo unspecified) | -4%
CCCn1c(=O)c2ccccc2n2c(SCc3nnc(-c4ccccc4Br)o3)nnc12 | 4%
CCOC(=O)c1ccc(Nc2nc(C)cc(C)c2C#N)cc1 | -6%
O=C(Nc1nc2c(s1)CCCC2)C1COc2ccccc2O1 (stereo unspecified) | 8%

# Bioassay records (PubChem BioAssay)
